# High-throughput results as filed in PubChem.
# FBW7 act = activators of human E3 ligase FBW7 | AID 1259310 | AlphaScreen FBW7–phospho-cyclin E peptide binding, activator screen | Q969H0 | 650,000 compounds, 0.13% hits | normalized activity (activation), % at 26.1 µM; in the data active means normalized activity above about 1.9%;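 further: purified mutant Fbw7 with reduced substrate affinity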
# Target sequence (Q969H0 whole entry, looked up): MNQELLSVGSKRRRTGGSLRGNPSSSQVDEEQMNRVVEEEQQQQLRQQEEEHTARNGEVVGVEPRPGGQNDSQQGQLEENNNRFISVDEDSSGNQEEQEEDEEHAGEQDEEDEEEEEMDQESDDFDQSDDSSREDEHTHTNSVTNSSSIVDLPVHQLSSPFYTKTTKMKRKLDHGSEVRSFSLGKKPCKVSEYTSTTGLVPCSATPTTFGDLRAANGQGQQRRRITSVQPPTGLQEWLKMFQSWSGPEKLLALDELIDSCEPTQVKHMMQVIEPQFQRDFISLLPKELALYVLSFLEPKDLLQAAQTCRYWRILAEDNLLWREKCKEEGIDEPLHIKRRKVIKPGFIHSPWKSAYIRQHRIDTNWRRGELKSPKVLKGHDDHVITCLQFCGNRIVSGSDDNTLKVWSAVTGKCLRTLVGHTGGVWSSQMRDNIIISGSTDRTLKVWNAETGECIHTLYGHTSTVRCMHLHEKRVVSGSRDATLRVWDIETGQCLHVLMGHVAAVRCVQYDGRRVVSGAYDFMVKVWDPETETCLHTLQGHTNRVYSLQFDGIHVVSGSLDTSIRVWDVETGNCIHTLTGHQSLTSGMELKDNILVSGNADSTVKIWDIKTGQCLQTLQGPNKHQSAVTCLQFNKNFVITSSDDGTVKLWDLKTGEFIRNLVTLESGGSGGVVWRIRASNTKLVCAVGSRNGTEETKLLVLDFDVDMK
# TEAD-YAP block = TEAD-YAP interaction inhibition. HEK-TIYL cells, TEAD-Gal4/YAP UAS-luciferase luminescence. 640,000 compounds, 1.4% hits. inhibition, % at 9.12 µM. AID 1259422; in the data active means inhibition above about 32%;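 further: 0% = median of test compound wells and 100% = reference inhibitor wells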
# GPR151 activ = activates the human receptor GPR151; PathHunter beta-arrestin GPR151 cells, luminescence; AID 1508602; 650,000 compounds, 1% hits; Q8TDV0; activation, % at 11.2 µM; in the data active means activation above about 4.9%;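 further: 0% = median of compound wells and 100% = cells with positive control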
# Target sequence (Q8TDV0 whole entry, looked up): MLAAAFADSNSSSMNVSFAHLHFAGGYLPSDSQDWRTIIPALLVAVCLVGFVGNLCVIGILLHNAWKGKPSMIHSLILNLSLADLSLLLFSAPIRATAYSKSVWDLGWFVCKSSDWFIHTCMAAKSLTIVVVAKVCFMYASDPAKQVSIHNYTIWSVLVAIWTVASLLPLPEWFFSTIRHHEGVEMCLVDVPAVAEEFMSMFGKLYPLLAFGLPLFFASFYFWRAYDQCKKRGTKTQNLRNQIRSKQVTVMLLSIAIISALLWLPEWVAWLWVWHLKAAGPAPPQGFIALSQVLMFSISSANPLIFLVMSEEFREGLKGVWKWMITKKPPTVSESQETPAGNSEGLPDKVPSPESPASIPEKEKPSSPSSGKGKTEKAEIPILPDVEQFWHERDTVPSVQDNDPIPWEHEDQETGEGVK
# MITF primary = blocks human microphthalmia-associated transcription factor; AlphaScreen MITF homodimerization, bead proximity signal; O75030; 650,000 compounds, 0.91% hits; inhibition, % at 2.6 µM; in the data active means inhibition above about 50%;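 further: 0% = vehicle wells with protein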
# Starred values were filed as active, the others as inactive; · = not tested or not shown.
No.	smiles	FBW7 act	TEAD-YAP block
1	COc1cc(C)ccc1NC(=O)c1ccc(S(=O)(=O)N2CCOCC2)cc1	0.0	2
2	COc1ccc2[nH]c(=S)[nH]c2c1	0.0	-7
3	Cc1ccc(Nc2nc(-c3cccnc3)cs2)cc1C	-0.2	-118
4	Cc1nnc(N2C(=O)C(=O)/C(=C(/O)c3ccccc3)C2c2ccc(F)cc2)s1 (configuration not stated)	0.1	-8
5	NC(=O)c1c(NC(=S)NC(=O)c2ccccc2)sc2c1CCCCCC2	0.0	4
6	CCCc1sc(N2CCN(c3ccc([N+](=O)[O-])c(NC4CC4)c3)CC2)nc1-c1ccccc1	0.2	-9
7	COCc1nnn(-c2nonc2N)c1C(=O)NNC(=O)c1nn(C)cc1Br	0.2	-7
8	N#CCn1cc(/C=C2\C(=O)NC(=O)N(c3cccc(F)c3)C2=O)c2ccccc21	-0.1	-5
9	O=C(Nc1cccc(-c2nc3ccccc3s2)c1)c1ccc(I)cc1	0.2	-5
10	O=C(NCc1cccs1)Nc1ccccc1	0.1	-14

No.	GPR151 activ	MITF primary
1	1.0	6
2	1.7	5
3	-0.5	-11
4	-1.9	10
5	-0.5	2
6	1.0	2
7	0.2	3
8	0.7	17
9	-0.9	7
10	0.2	-4

# 7 compounds from above with just FBW7 act, TEAD-YAP block and GPR151 activ:
no. | SMILES | FBW7 act | TEAD-YAP block | GPR151 activ
2 | COc1ccc2[nH]c(=S)[nH]c2c1 | 0.0 | -7 | 1.7
3 | Cc1ccc(Nc2nc(-c3cccnc3)cs2)cc1C | -0.2 | -118 | -0.5
4 | Cc1nnc(N2C(=O)C(=O)/C(=C(/O)c3ccccc3)C2c2ccc(F)cc2)s1 (configuration not stated) | 0.1 | -8 | -1.9
5 | NC(=O)c1c(NC(=S)NC(=O)c2ccccc2)sc2c1CCCCCC2 | 0.0 | 4 | -0.5
6 | CCCc1sc(N2CCN(c3ccc([N+](=O)[O-])c(NC4CC4)c3)CC2)nc1-c1ccccc1 | 0.2 | -9 | 1.0
7 | COCc1nnn(-c2nonc2N)c1C(=O)NNC(=O)c1nn(C)cc1Br | 0.2 | -7 | 0.2
8 | N#CCn1cc(/C=C2\C(=O)NC(=O)N(c3cccc(F)c3)C2=O)c2ccccc21 | -0.1 | -5 | 0.7

# New compounds follow:
No.	smiles	FBW7 act	TEAD-YAP block
11	CC(=O)Nc1cnn(-c2ccc(C(=O)N3CCCCC3CCc3ccccn3)cc2)c1 (configuration not stated)	-0.2	6
12	O=C(CNC(=O)c1cc(Cl)cc([N+](=O)[O-])c1)OCC(=O)c1ccc(OC(F)F)cc1	-0.2	13
13	CCCOc1ccc(Br)cc1/C=C1\SC(NC(C)=O)=NC1=O	0.3	-8
14	Cc1ccc(S(=O)(=O)NCCC(=O)Nc2ccc(N3CCOCC3)cc2)cc1C	-0.1	4
15	CN1CCN(C(=O)c2c(NC(=O)c3ccccc3F)sc3c2CCC(C(C)(C)C)C3)CC1 (configuration not stated)	-0.1	7
16	COc1cc(/C=N\NC(=O)Cc2cccn2C)cc(OC)c1OC(C)=O	0.0	10
17	CCOc1ccccc1[C@@H]1C[C@H]2CN(Cc3ccccc3OC)C(=O)[C@]23CCCN13	0.0	13
18	CC12CC(NC(=O)N1c1ccc(Br)cc1)c1cc([N+](=O)[O-])ccc1O2 (configuration not stated)	0.1	7
19	CCOC(=O)C1=C(C)NC(C)=C(C(=O)OCC)C1c1cn(-c2ccccc2)nc1-c1ccc(Br)cc1	0.5	-7
20	O=C1C(c2ccc(F)cc2)N(CCc2ccccc2)C(=O)CN1C1CCCCCC1 (configuration not stated)	0.2	7

No.	GPR151 activ	MITF primary
11	-1.0	5
12	0.4	1
13	-0.5	19
14	-1.0	5
15	-0.9	-2
16	0.2	7
17	2.6	4
18	-0.8	3
19	0.0	9
20	1.2	1

# (more compounds)
No.	smiles	FBW7 act	TEAD-YAP block
21	Cc1cccc(NC(=O)C2CCC(CNc3c(N4CCC(C)CC4)c(=O)c3=O)CC2)c1C (configuration not stated)	-0.4	1
22	CCN1C(=O)NC(c2ccccc2)C1=O (configuration not stated)	-0.1	·
23	CC1=C(C(N)=O)C(c2ccco2)C(C#N)=C(SCC(=O)Nc2cccc(Cl)c2C)N1 (configuration not stated)	-0.1	20
24	COC(=O)c1ccc([N+](=O)[O-])c(OC(=O)c2ccccc2F)c1	0.0	3
25	CC(C)CC1NC(=O)N(CC(=O)Nc2cc([N+](=O)[O-])ccc2F)C1=O (configuration not stated)	0.3	-2
26	Cc1ccc(C(=O)Nc2ccc(C)cc2C)cc1	0.5	-29
27	COCc1c(C(=O)OCc2nnc(-c3ccc([N+](=O)[O-])cc3)o2)oc2ccccc12	-0.1	-4
28	CCCC(=O)N1c2ccccc2C2=C(SC(C(=O)OC)=C(C(=O)OC)C23SC(C(=O)OC)=C(C(=O)OC)S3)C1(C)C	-0.2	-4
29	COc1ccccc1N(CC(=O)Nc1ccc(CC#N)cc1)S(=O)(=O)c1ccc(C)cc1	-0.1	-12
30	CSc1ccc(CC2(CCC(=O)N3CCc4sccc4C3)CCC(=O)N2)cc1 (configuration not stated)	-0.2	-2

No.	GPR151 activ	MITF primary
21	-0.3	-10
22	0.3	-12
23	0.2	-2
24	-1.5	7
25	-1.2	11
26	-1.5	-3
27	1.8	-1
28	0.3	12
29	-0.2	2
30	-0.9	-14

# Next section.
No.	smiles	FBW7 act	TEAD-YAP block
31	O=C1CSC(=S)N1/N=C/c1cccnc1	-0.6	1
32	COc1ccc(-c2ccc(C(=O)NCCO)s2)cn1	0.0	14
33	O=C(Nc1nc2c(s1)CCc1ccccc1-2)c1ccccc1Oc1ccccc1	0.1	8
34	O=C(O)c1c2c(nc3ccccc13)Cc1ccccc1-2	-0.2	0
35	O=c1oc(-c2ccccc2)nc2sc3c(c12)CCCCC3	0.0	-1
36	CC(C)C1=NOC(C(=O)N2CCC(CO)(Cc3ccccc3C(F)(F)F)CC2)C1 (configuration not stated)	0.0	-8
37	CC(F)(F)S(=O)(=O)c1cc([N+](=O)[O-])ccc1N	0.0	7
38	CSC1=NC(N)=C(C#N)C2(CCCCC2)C1C(N)=O (configuration not stated)	0.1	1
39	COc1ccc(OCC(=O)NC(CC(=O)O)c2ccc(Cl)cc2)cc1 (configuration not stated)	0.0	-13
40	Cc1c(/C=C2/C(=O)Nc3ccc(Cl)cc32)cc(C#N)n1C	0.2	-4

No.	GPR151 activ	MITF primary
31	-0.3	-10
32	-11	1
33	1.2	10
34	-1.2	2
35	-0.9	-6
36	-0.3	8
37	2.9	-9
38	0.6	2
39	0.9	-11
40	-0.7	13

# Next part.
No.	smiles	FBW7 act	TEAD-YAP block
41	Cc1ccsc1C(=O)NC(C)c1ccccc1 (configuration not stated)	-0.1	1
42	COc1ccc(-c2nnn(CC(=O)Nc3ccccc3N3CCOCC3)n2)cc1OC	0.0	-10
43	CCOC(=O)c1c(NC(=O)c2ccccc2F)sc2c1CCN(C(C)=O)C2	0.1	25
44	COc1ccc(Cl)cc1C(=O)NCCCN1CCCC1=O	0.0	-4
45	O=C(Cn1cnc2ccccc2c1=O)NCCC(=O)NC1CCCCCC1	-0.1	3
46	CC1=C(C(=O)OCCc2ccccc2)C(c2ccccc2OCc2ccccc2)CC(=O)N1 (configuration not stated)	0.2	2
47	Fc1cccc(Cl)c1C1C=C(c2cccs2)Nc2nnnn21 (configuration not stated)	0.2	-8
48	CC1(C)OC(C(=O)NC2CCCCC2)C(C(=O)NC2CCCCC2)O1 (configuration not stated)	0.2	10
49	O=C(CN1CCCCC1)NCC(=O)Nc1ccc(F)c(F)c1F	0.0	7
50	COc1ccccc1OC(C)c1nn2c(=O)c3ccccc3nc2n1N (configuration not stated)	-0.1	-31

No.	GPR151 activ	MITF primary
41	2.4	2
42	3.5	-6
43	-1.7	4
44	-1.1	41
45	0.8	-6
46	0.1	5
47	-0.2	18
48	0.0	12
49	-1.7	-10
50	0.9	-17

# Along the list, as entered above:
# MITF primary, entries 41 to 50, in order: 2, -6, 4, 41, -6, 5, 18, 12, -10, -17

# Next section
No.	smiles	FBW7 act	TEAD-YAP block
51	CCOC(=O)c1ccc(-n2nc(C)c(-c3cccc([N+](=O)[O-])c3)c2C)cc1	-0.1	6
52	CSc1nc2sc3c(c2c(=O)n1C)CCC(C)C3 (configuration not stated)	-0.1	-20
53	NC(=O)CSc1nc2ccccc2n1C1CCCCC1	-0.1	-8
54	Cc1nc2ncnn2c(N2CCC(C(=O)Nc3ccc(F)cc3)CC2)c1C	-0.3	8
55	COc1ccc(-n2[nH]nnc2=S)cc1	0.0	4
56	Cc1ccc([N+](=O)[O-])cc1N(CC(=O)NC1CCCC1)S(C)(=O)=O	0.4	-7
57	CCCCOC(=O)c1ccccc1OCC(O)CN1CCN(CC(O)COc2ccccc2C(=O)OCCCC)CC1 (configuration not stated)	-0.2	0
58	COc1ccc(NC(=O)c2cc(-c3ccco3)on2)cc1	0.0	-58
59	C=CCn1c(=S)[nH]c2cc(C(=O)NCc3ccccc3OC)ccc2c1=O	-0.6	10
60	COc1ccccc1NS(=O)(=O)c1ccccc1	0.3	-3

No.	GPR151 activ	MITF primary
51	1.8	-12
52	1.3	1
53	0.1	3
54	5.4*	-11
55	1.2	-3
56	-2.3	6
57	0.0	-2
58	0.2	2
59	0.4	7
60	-0.4	11

# (list continues)
No.	smiles	FBW7 act	TEAD-YAP block
61	CCOC(=O)c1c(NC(=O)c2c(F)cccc2F)sc2c1CCC2	0.1	-5
62	CCc1[nH]nc2c1C(c1ccc(O)cc1)C(C#N)=C(N)O2 (configuration not stated)	0.1	-1
63	COc1ccc(Nc2ccc(OC)cc2)cc1	-0.1	-30
64	CCOc1cc(C#N)cc(Cl)c1OCc1ccc(C(=O)O)cc1	-0.1	10
65	C=CCn1c(C(C)NC(=O)c2ccccc2)n[nH]c1=S (configuration not stated)	-0.2	-8
66	O=C(CSc1nc(-c2ccccc2)cc(=O)[nH]1)NCc1ccco1	0.4	2
67	CCCN1CCC2(CC1)CC2C(=O)Nc1cccc(N2CCNC2=O)c1 (configuration not stated)	0.1	-1
68	O=C(NC(=S)Nc1cccnc1)c1ccc(Cl)cc1Cl	0.0	-22
69	Cc1ccc(COc2c(Br)cc(/C=c3/sc4nc5ccccc5n4c3=O)cc2Br)cc1	-0.1	-24
70	O=C(Nc1ccc(N2CCOCC2)cc1)c1cc(NC2CCC(O)CC2)nc2ccccc12 (configuration not stated)	0.1	-50

No.	GPR151 activ	MITF primary
61	-0.1	-13
62	0.2	4
63	-1.1	13
64	-1.1	9
65	0.8	-10
66	-1.3	21
67	0.8	4
68	-0.6	0
69	0.4	-13
70	1.4	7

# Continuation.
No.	smiles	FBW7 act	TEAD-YAP block
71	CC(C)(C)NC(=O)C1CCN(S(=O)(=O)c2cc(Cl)ccc2Cl)CC1	-0.1	3
72	COc1ccc(C2CC(C(F)(F)F)n3nc(C(=O)Nc4cc(C(F)(F)F)ccc4Cl)cc3N2)cc1 (configuration not stated)	0.1	8
73	O=C(NC(=S)N1CCOCC1)c1ccc(Br)cc1	-0.1	0
74	c1ccc(COC2CCN(c3nc4nonc4nc3N3CCSCC3)CC2)nc1	0.1	3
75	O=C(CSc1nc2cc(C(=O)NCCCN3CCOCC3)ccc2c(=O)n1CC1CCCO1)Nc1nccs1 (configuration not stated)	0.1	8
76	COc1ccccc1CNC(=O)c1cccc2c1C(=O)N(Cc1cccnc1)C2	0.0	6
77	COc1ccc(-c2noc(COc3cc(C)cc(C)c3)n2)cc1	0.1	0
78	CC(=O)OCCn1nc(-c2ccccc2)c2ccccc2c1=O	-0.1	-4
79	CCOC(=O)n1cc(C(=O)c2ccccc2O)cn1	0.0	-4
80	Cc1ccccc1CSCC(=O)Nc1ccc(S(=O)(=O)N2CCCC2)cc1	-0.1	16

No.	GPR151 activ	MITF primary
71	1.3	7
72	1.7	7
73	0.8	-3
74	2.0	5
75	1.8	3
76	-1.6	-1
77	-1.8	-1
78	-1.7	-6
79	0.3	2
80	0.2	6

# Later entries:
No.	smiles	FBW7 act	TEAD-YAP block
81	COc1cccc2cc(C(=O)N3CCN(c4ccc(C)c(C)c4)CC3)c(=O)oc12	-0.1	-35
82	COc1cccc(CN(C)C(=O)c2c[nH]c3cc(-c4cn[nH]c4)ccc23)c1	-0.1	-9
83	O=C(O)Cc1csc(-c2cccc(Oc3ccccc3)c2)n1	0.2	3
84	CC(=O)c1ccc(Nc2nc(-c3ccccc3)c3cc(Cl)ccc3n2)cc1	0.7	-1
85	CCS(=O)(=O)NCc1c(C)ncc2c1CCN(C(=O)c1scc3c1CCCC3)C2	0.1	10
86	COc1ccc(CNC(=S)Nc2ccccc2)cc1OC	-0.1	-3
87	O=C(Cn1nnc2ccccc21)Nc1cnc2ccccc2c1	-0.1	8
88	CCCCN(Cc1cc2cc(C)ccc2[nH]c1=O)S(C)(=O)=O	0.0	6
89	C=CCNC(=O)CN(CCc1ccccc1)S(=O)(=O)c1ccc(Br)cc1	0.2	-8
90	COC(=O)C1=C(C)N(c2ccc(Br)cc2)C(=O)/C1=C\c1ccccc1O	-0.1	-1
91	CCC(=O)N1N=C(c2ccccc2)CC1c1ccc(F)cc1 (configuration not stated)	0.2	6
92	c1ccc(CN2CCN(c3nc(NCc4ccco4)c4ccccc4n3)CC2)cc1	0.1	4
93	COc1cc(-n2c(C)nc3cc(C(=O)NCCc4ccccc4)ccc32)cc(OC)c1OC	0.0	-16

No.	GPR151 activ	MITF primary
81	3.9	-3
82	1.1	22
83	0.5	0
84	-0.2	18
85	-0.4	-1
86	0.6	-27
87	1.2	3
88	-0.7	-6
89	-0.2	9
90	-1.8	-1
91	-1.3	13
92	-2.0	23
93	-0.5	11
